WRN helicase inh: blocks human WRN helicase; WRN helicase unwinding, fluorescent forked duplex, kinetic; Potency, µM (series often up to 114 µM), without a hit: at the highest dose activity change, negative = inhibition, actives largely listed as inhibitors; 360,000 compounds, 0.46% hits; AID 651768; also: potency is read from the fitted curve at half-maximal effect; % is scaled to controls: 0 for no effect and ±100 for the full control effect; nearly all actives have a fitted effect of over 55% in size
Target sequence (Q14191 whole entry, looked up): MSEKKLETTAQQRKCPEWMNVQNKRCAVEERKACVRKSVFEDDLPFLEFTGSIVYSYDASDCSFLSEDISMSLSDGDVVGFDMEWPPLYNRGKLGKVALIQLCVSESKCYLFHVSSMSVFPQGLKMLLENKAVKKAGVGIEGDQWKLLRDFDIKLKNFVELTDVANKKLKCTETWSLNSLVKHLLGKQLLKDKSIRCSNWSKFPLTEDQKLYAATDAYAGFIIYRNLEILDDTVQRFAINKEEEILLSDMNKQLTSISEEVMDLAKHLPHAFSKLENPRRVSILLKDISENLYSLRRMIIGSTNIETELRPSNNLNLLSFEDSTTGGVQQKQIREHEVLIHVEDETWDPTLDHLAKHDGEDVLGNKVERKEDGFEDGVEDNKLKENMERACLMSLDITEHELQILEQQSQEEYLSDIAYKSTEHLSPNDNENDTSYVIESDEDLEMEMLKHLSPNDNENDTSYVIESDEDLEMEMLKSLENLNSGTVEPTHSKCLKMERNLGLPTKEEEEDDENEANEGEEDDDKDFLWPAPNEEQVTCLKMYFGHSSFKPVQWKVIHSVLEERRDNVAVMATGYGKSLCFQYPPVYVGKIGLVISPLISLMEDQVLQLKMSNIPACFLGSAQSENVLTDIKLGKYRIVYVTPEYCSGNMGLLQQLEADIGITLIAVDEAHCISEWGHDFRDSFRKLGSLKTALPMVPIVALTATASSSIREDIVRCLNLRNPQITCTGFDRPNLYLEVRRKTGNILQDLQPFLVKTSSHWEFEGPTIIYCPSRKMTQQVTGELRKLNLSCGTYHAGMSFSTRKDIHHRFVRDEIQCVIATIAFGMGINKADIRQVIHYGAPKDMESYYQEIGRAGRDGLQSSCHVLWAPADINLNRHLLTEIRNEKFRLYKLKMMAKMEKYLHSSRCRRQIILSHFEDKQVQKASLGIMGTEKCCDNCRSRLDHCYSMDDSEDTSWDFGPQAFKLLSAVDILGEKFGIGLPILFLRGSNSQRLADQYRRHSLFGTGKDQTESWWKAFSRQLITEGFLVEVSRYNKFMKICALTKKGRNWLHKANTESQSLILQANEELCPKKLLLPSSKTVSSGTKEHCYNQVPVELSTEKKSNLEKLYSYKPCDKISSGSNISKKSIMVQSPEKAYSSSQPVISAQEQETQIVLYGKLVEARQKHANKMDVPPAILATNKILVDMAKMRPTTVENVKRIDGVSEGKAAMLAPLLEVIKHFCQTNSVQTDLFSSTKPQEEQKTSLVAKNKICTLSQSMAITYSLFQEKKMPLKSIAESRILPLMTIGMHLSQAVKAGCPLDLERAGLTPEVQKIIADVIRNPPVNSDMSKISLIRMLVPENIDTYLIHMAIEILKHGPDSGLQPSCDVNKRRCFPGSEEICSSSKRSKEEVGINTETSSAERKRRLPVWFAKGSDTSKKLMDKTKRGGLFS
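Enzyme (20 nM final) and test compound sit together 15 min at room temperature before substrate addition. Substrate is a single-forked duplex oligonucleotide (100 nM) labelled with fluorophore and quencher, with 2 mM ATP; helicase unwinding raises red fluorescence, read kinetically.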
SW480 rerep: DNA re-replication induction in SW480 cells; SW480 DNA re-replication, Hoechst DNA content imaging, 48 h; Potency, µM (doses to about 46.1 µM), for the others: top-dose re-replication activation, usual class: activators; 340,000 compounds, 1.8% hits; AID 624297; also: potency is read from the fitted curve at half-maximal effect; % of control where 0% means no effect; nearly all actives have a fitted effect of over 55% in size
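First, 250 cells per well were seeded. Next, compound or vehicle (23 nL) was pinned in, plates sat 48 hr at 37 C. Finally Hoechst was added for 40 min before fluorescence scanning.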
IL-1B inflam inh: inhibitors of inflammasome signaling (IL-1 beta secretion) | THP-1 LPS/ATP IL-1B secretion, AlphaLISA, 16 h; hits give low values | activity change, % at 57.5 µM | 360,000 compounds, 4.7% hits | AID 743279; in the data active = activity change below about -50%; inconclusive = mostly about -30% to -49%; also: % is scaled to controls: 0 for no effect and ±100 for the full control effect
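Secreted IL-1B measured by AlphaLISA bead assay after 16 h compound exposure of THP-1 cells; compounds (final up to 57.5 uM) added 1 h before LPS (250 ng/mL) and ATP (1.25 mM) stimulation; lower signal means less secretion.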
MCF10A rerep: DNA re-replication induction in MCF 10a cells; MCF 10A DNA re-replication, Hoechst nuclear intensity, 48 h; Potency, µM (doses to about 46.1 µM), for inactives: at the highest dose activity, positive = re-replication, usual class: activators; 350,000 compounds, 2.9% hits; also: potency is read from the fitted curve at half-maximal effect; % of control where 0% means no effect; nearly all actives have a fitted effect of over 50% in size
HT1080-NT tox: kills 2HG-producing HT-1080-NT fibrosarcoma cells. HT-1080-NT fibrosarcoma viability, CellTiter-Glo ATP luminescence, 48 h. Potency, µM (titrated, usually from 46.1 µM), without a hit: at the top dose activity, negative = less viability, usual class: cytotoxic. 360,000 compounds, 1.6% hits;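 also: NT is the 2HG producing partner of a matched IDH1 knockdown line; potency is read from the fitted curve at half-maximal effect; 0% = DMSO-treated cells and -100% = media-only wells without cells; nearly all actives have a fitted effect of over 55% in size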
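HT-1080-NT; 750 cells/well; 5% FBS RPMI; 48 h compound, 37 degrees C; CellTiter-Glo luminescence; curve fitting and curve-class assignment.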
HT1080 IDH1KD tx: HT-1080 IDH1 knockdown cell toxicity (counter line); Potency, µM (doses to about 46.1 µM), without a hit: at the top dose activity, negative = toxicity, hits mostly cytotoxic; 360,000 compounds, 2% hits; HT-1080 IDH1 knockdown viability, ATP luminescence, 48 h;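 also: potency is read from the fitted curve at half-maximal effect; 0% = DMSO wells and -100% = cell-free medium wells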
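HT-1080-IDH1KD cells (IDH1 knocked down), 750/well in RPMI with 5% FBS, treated with compound 48 h at 37 degrees C. Viability by CellTiter-Glo luminescence, normalised to DMSO and no-cell wells; concentration-response curves classed.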
ATXN2 expr inh: inhibitors of ATXN2 expression; 360,000 compounds, 0.72% hits; Potency, µM (doses to about 57 µM), for inactives: at the top dose activity change, negative = inhibition, hits mostly inhibitors; HEK-293 ATXN2-luciferase reporter, luminescence, 24 h; AID 1745845; also: potency is read from the fitted curve at half-maximal effect; % is scaled to controls: 0 for no effect and ±100 for the full control effect; nearly all actives have a fitted effect of over 55% in size
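ATXN2-luciferase reporter cells (luciferase flanked by upstream and downstream ATXN2 gene portions) were treated 24 h at 37 °C with compounds at up to 57 uM. SteadyGlo luminescence gave expression; GF-AFC fluorescence gave viability.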
KB-V1 MDR tox: kills drug-selected multidrug resistant KB-V1 cells. 400,000 compounds, 3.4% hits. KB-V1 MDR cells viability, CellTiter-Glo, 72 h. Potency, µM (highest dose often 46.1 µM), inactives show at the top dose activity change, negative = cytotoxicity, hits mostly cytotoxic; also: potency is read from the fitted curve at half-maximal effect; % is scaled to controls: 0 for no effect and ±100 for the full control effect; nearly all actives have a fitted effect of over 60% in size
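Cytotoxicity via CellTiter-Glo luminescence after 72 h compound exposure at 37 degrees C. Cells: drug-selected KB-V1 line, DMEM phenol-red free plus 10% FBS. Compounds tested at multiple concentrations; normalized data fitted to concentration-effect curves.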
KB-3-1 cytotox: kills parental KB-3-1 adenocarcinoma cells. Potency, µM (doses to about 46.1 µM), without a hit: at the top dose activity change, negative = cytotoxic, most hits filed as cytotoxic. KB-3-1 viability, CellTiter-Glo ATP luminescence, 72 h. 400,000 compounds, 1.4% hits. AID 1347075; also: potency is read from the fitted curve at half-maximal effect; % is scaled to controls: 0 for no effect and ±100 for the full control effect; nearly all actives have a fitted effect of over 60% in size
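Luminescent ATP read-out (CellTiter-Glo) measures survival of drug-naive KB-3-1 cells after 72 h compound exposure at 37 °C. Titration series was screened from lowest to highest concentration, with DMSO vehicle plates as background controls.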
Active calls of the source: *; u = inconclusive; x = no result given; [ ] = dose if it differs, or a comment. Unless noted, calls follow the shape of the dose curve; as a rule, active = well fitted curve in the direction sought with a large enough effect; inconclusive = small, poorly fitted or top-dose-only effect, or another doubt; inactive = no such curve, though single readings can be large; an effect the other way counts as inactive or inconclusive. Random draw from the library, and some 12% of all compounds hit somewhere here.

Fields: WRN helicase inh	SW480 rerep	IL-1B inflam inh	MCF10A rerep	HT1080-NT tox	HT1080 IDH1KD tx	ATXN2 expr inh	KB-V1 MDR tox	KB-3-1 cytotox
1) N#CC(C#N)=C1c2cc(S(N)(=O)=O)ccc2-c2ccc(S(N)(=O)=O)cc21
  0%	-5%	-22	u	-24%	-1%	-26%	9%	0%
2) O=C(CSc1nnc(-c2ccco2)o1)Nc1cccc([N+](=O)[O-])c1
  -2%	-2%	-2	2%	9%	11%	8%	x	x
3) Cc1noc(C)c1COc1ccc(C(=O)OCc2nnc(-c3ccc(Cl)cc3)o2)cc1
  -7%	2%	80	-4%	-2%	-2%	3%	-19%	-3%
4) C=CC[N+]1(CC(=O)NCc2ccc(NC(C)=O)cc2)CCOCC1
  5%	-7%	16	1%	0%	9%	4%	0%	-6%
5) O=C(c1ccccc1)c1ccc(Oc2ccc([N+](=O)[O-])cc2[N+](=O)[O-])cc1
  2%	3.3µM*	-95*	12µM*	15µM*	12µM*	41%[activator]	u	u
6) COc1cccc(/C=N/NC(=O)c2ccoc2C)c1
  9%	-7%	-9	0%	-4%	-16%	33%	11%	-1%
7) COc1ccccc1C(=O)Nc1ccccc1C(=O)NCc1ccco1
  -1%	-2%	-24	8%	6%	8%	-17%	0%	2%
8) Cc1nnc(C)c2c(C)n(N)c(C)c12
  0%	-5%	-8	-2%	-2%	-2%	x	19%	-2%
9) COC(=O)c1ccc2c(=O)[nH]c(CCl)nc2c1
  0%	u	-97*	u	-1%	u	35%	-17%	-27%
10) C=CCn1c(O)c(N=Nc2ccccc2O)c2ccccc21
  -2%	16%	u	-13%	-14%	-23%	-5%	-6%	-9%
11) O=c1c(-c2ccco2)nc2ccccc2n1C(c1ccccc1)c1nc2ccccc2[nH]1 (centres undefined)
  -2%	x	-8	x	u	u	x	u	-13%
12) N#C/C(=C\c1coc2ccc(O)cc2c1=O)C(=O)Nc1nc2ccccc2s1
  56µM*	u	13	u	-8%	-14%	x	-5%	-13%
13) CC1(C(=O)O)CCN1C(=O)c1ccccc1F (centres undefined)
  -9%	x	15	x	4%	13%	4%	4%	0%
14) Cc1cnc(C(=O)N2CCCC(C(=O)c3ccc(C(C)(C)C)cc3)C2)cn1 (centres undefined)
  3%	21%	25	-15%	-1%	0%	-16%	-7%	-5%
15) O=C(O)CC(c1ccccc1F)N1Cc2ccccc2C1=O (centres undefined)
  3%	-8%	3	1%	0%	0%	1%	0%	2%
16) COc1ccc(CCNC(=O)CSc2ncn[nH]2)cc1
  -9%	-1%	120	-16%	-3%	3%	18%	-5%	4%
17) NC(=O)C1CCN(C(=O)c2cc3ccccc3cc2O)CC1
  -24%	-13%	2	-3%	-9%	-13%	-3%	5%	0%
18) CC(C)n1cnc2cc(NCc3nc4ccccc4n3C)ccc21
  -1%[57.1 µM]	3%	-9	-31%[inhibitor]	-14%	-8%	25%	u	-1%
19) CCOC(=O)N1CCN(Cc2nc3cc(NC(C)=O)ccc3n2CC)CC1
  7%	-15%	-12	-14%	0%	1%	7%	0%	-1%
20) Cc1ccc(NC(=O)CN(C)S(=O)(=O)c2ccc3[nH]c(=O)oc3c2)c(C)c1
  -18%[11.6 µM]	-7%	31	-1%	-2%	-1%	4%	20%	-1%
21) CCOc1ccccc1NC(=O)CSc1nncc2ccccc12
  -12%	-4%	-84*	u	-2%	0%	-4%	0%	-8%
22) CC(C)Oc1ccc(C(=O)NCC(=O)OCC(=O)N(C)Cc2cccs2)cc1
  -15%	5%	24	-2%	13%	14%	-7%	4%	0%
23) Cc1ccccc1/C=N/NC(=O)c1ccc(-n2cnnn2)cc1
  6%	-3%	-14	6%	-4%	0%	x	3%	1%
24) O=C(Nc1c(Cl)cc(Cl)cc1-c1nc2ccccc2s1)c1ccc(Br)o1
  -14%	u	36	u	-6%	-16%	-1%	-21%	u
25) COc1ccc(C(=O)O/N=C/c2ccc(S(=O)(=O)c3ccc(Cl)cc3)nc2)cc1
  -11%	30%	-15	0%	17%	22%	1%	22%	11%
26) CC(C)[C@@H]1C=C(C(=O)O)O[C@H](OCCCCO)C1
  10%	4%	4	-3%	0%	6%	1%	-3%	2%
27) O=C(CCC(=O)N1CCN(c2ccccc2F)CC1)N1CCN(c2ccc(F)cc2)CC1
  6%	-16%[9.22 µM]	9	-6%	-1%	-24%	-14%	u	-5%
28) O=C1CCCc2c1nc(-c1ccc([N+](=O)[O-])cc1)n2O
  1%	34%	x	23µM*	10%	15%	0%	-2%	15%
29) COc1ccc(OC)c(CN2CCN(S(=O)(=O)c3ccc(NC(C)=O)cc3)CC2)c1
  -24%	1%	8	-6%	-12%	-12%	11%	-20%	0%
30) O=C(N/N=C/c1cc2c(cc1Cl)OCO2)c1cc(-c2ccccc2)n[nH]1
  -25%	-1%	u	u	3%	2%	-16%	-1%	5%

From no. 4 as far as 6, copied from above:
Fields: WRN helicase inh	SW480 rerep	IL-1B inflam inh	MCF10A rerep	HT1080-NT tox	HT1080 IDH1KD tx	ATXN2 expr inh	KB-V1 MDR tox	KB-3-1 cytotox
4) C=CC[N+]1(CC(=O)NCc2ccc(NC(C)=O)cc2)CCOCC1
  5%	-7%	16	1%	0%	9%	4%	0%	-6%
5) O=C(c1ccccc1)c1ccc(Oc2ccc([N+](=O)[O-])cc2[N+](=O)[O-])cc1
  2%	3.3µM*	-95*	12µM*	15µM*	12µM*	41%[activator]	u	u
6) COc1cccc(/C=N/NC(=O)c2ccoc2C)c1
  9%	-7%	-9	0%	-4%	-16%	33%	11%	-1%

Gathered by group, the compounds so far containing a furan ring, fused or not (5)
Fields: WRN helicase inh	SW480 rerep	IL-1B inflam inh	MCF10A rerep	HT1080-NT tox	HT1080 IDH1KD tx	ATXN2 expr inh	KB-V1 MDR tox	KB-3-1 cytotox
2) O=C(CSc1nnc(-c2ccco2)o1)Nc1cccc([N+](=O)[O-])c1
  -2%	-2%	-2	2%	9%	11%	8%	x	x
6) COc1cccc(/C=N/NC(=O)c2ccoc2C)c1
  9%	-7%	-9	0%	-4%	-16%	33%	11%	-1%
7) COc1ccccc1C(=O)Nc1ccccc1C(=O)NCc1ccco1
  -1%	-2%	-24	8%	6%	8%	-17%	0%	2%
11) O=c1c(-c2ccco2)nc2ccccc2n1C(c1ccccc1)c1nc2ccccc2[nH]1 (centres undefined)
  -2%	x	-8	x	u	u	x	u	-13%
24) O=C(Nc1c(Cl)cc(Cl)cc1-c1nc2ccccc2s1)c1ccc(Br)o1
  -14%	u	36	u	-6%	-16%	-1%	-21%	u

Continued.
Fields: WRN helicase inh	SW480 rerep	IL-1B inflam inh	MCF10A rerep	HT1080-NT tox	HT1080 IDH1KD tx	ATXN2 expr inh	KB-V1 MDR tox	KB-3-1 cytotox
31) Cc1onc(-c2c(Cl)cccc2Cl)c1C(=O)O/N=C(\C#N)c1c(Cl)cccc1Cl
  14%	-2%	22	0%	11%	10%	x	15%	4%
32) COC(=O)c1ccc(NC(=O)CCc2c(C)nc3ncnn3c2C)cc1
  -11%	-2%	1	3%	5%	1%	5%	18%	6%
33) COC(=O)c1cc(C#N)c(NCc2ccccc2)nc1C
  -28%	u	-6	24%	-12%	-24%	-17%	0%	0%
34) Cc1cc(C)cc(-n2nnnc2SCC(=O)Nc2nc(-c3ccc(F)cc3)cs2)c1
  -3%	2%	18	3%	u	u	-33%	10%	4%
35) CN(C)S(=O)(=O)c1cccc(N2C(=O)CC3(CCCCC3)CC2=O)c1
  13%	14%	5	7%	2%	-9%	u	12%	u
36) CCCN(CCC)c1cc(Cl)nc(N)n1
  -3%	3%	17	3%	3%	-5%	14%	1%	1%
37) CCCCCCn1cc(C(=O)O)c(=O)c2cc(F)c(N3CCN(C)CC3)cc21
  9%	-7%	11	-2%	15%	10%	-14%	-22%	3%
38) CCOC(=O)c1ccc(Oc2c(C)oc3c(CN4CCN(C)CC4)c(O)ccc3c2=O)cc1
  2%	-6%	-2	-1%	0%	2%	-2%	1%	-22%
39) NC(=O)c1c(NC(NC(=O)c2ccco2)(C(F)(F)F)C(F)(F)F)sc2c1CCCC2
  -3%	-4%[9.22 µM]	-4	2%	5%	12%	1%	12%	22%
40) COc1ccc(N(CC(=O)Nc2ccc(C)cc2C)S(=O)(=O)c2c(C)n[nH]c2C)cc1
  -16%	u	-1	2%	-16%	u	-10%	u	u
41) COc1cc(OC)cc(C(=O)NCCNC(=O)c2ccccn2)c1
  3%	-4%	-1	3%	0%	2%	-6%	-6%	0%
42) Cc1ccc(C(O)c2ncc(-c3ccc(F)cc3)[nH]2)cc1F (centres undefined)
  0%	x	8	x	-4%	-9%	8%	3%	0%
43) Cc1ccc(S(=O)(=O)C/N=C(/NC(=S)N(c2ccccc2)c2ccccc2)c2ccccc2)cc1
  -4%	1%	21	-12%	-3%	2%	6%	u	-6%
44) CCCCCCn1c(=O)n2n(c1=O)[C@@H]1CN(S(=O)(=O)c3ccc(C)cc3)C[C@]1(O)[C@@H](OC(=O)NC1CC1)C2
  6%	x	4	x	0%	5%	5%	u	22%
45) CCn1c(C)[n+](CCOC(C)=O)c2cc(Cl)c(Cl)cc21
  2%	-6%	0	0%	2%	-2%	-12%	u	7%
46) CCOC(=O)C(NC(=O)c1ccccc1)=C1C=C(C)OC(C)=C1
  -9%	-7%[9.22 µM]	15	-4%	17%	16%	-6%	0%	0%
47) COc1cc(C)c2sc3ccccc3c(=O)c2c1NCCN(C)C
  35µM*	x	x	x	u	u	x	u	0%
48) O=C(NCc1ccccn1)Nc1cc(Cl)cc(Cl)c1
  6%	-1%	-15	1%	-10%	-5%	-12%	2%	1%

High-throughput results (PubChem)
